GRIN3A LBD mod: NR3A (human) ligand-binding domain modulation. AID 1259313. hit rate 2.5% among 340,000. NR3A LBD differential scanning fluorimetry, Tm shift; 0% = protein alone, 100% = glycine-bound protein. Tm shift relative to glycine control, % at 25 µM;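 active means melting temperature shift of at least 10% of the positive control shift, at one fixed dose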
beta cell repl: inducers of beta-cell replication in MIN6 cells; hit rate 0.29% among 330,000; proliferation, % at 10 µM; MIN6 cells proliferation, ATPlite luminescence, 48 h; cells starved in 0.2% serum; 100% = growth in 10% serum; AID 2380;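 active means compounds whose signal lies at least 3.5 SD above the mean of all wells on their plate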;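 further: 0% = DMSO-treated cells in low-serum medium and 100% = 10% serum control; some compounds called inactive have numbers as strong as hits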
TIM10 inh: inhibits growth of TIM10 yeast strain; S. cerevisiae TIM10 strain growth, BacTiter-Glo luminescence, 24 h; inhibition, % at 10 µM; hit rate 1.4% among 330,000; AID 463195;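 active means inhibition of 40% or more at the single tested concentration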;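 further: wild-type TIM10 isogenic control strain grown at permissive 25 °C; 0% = DMSO yeast wells and 100% = minimal medium wells without yeast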
NLRP3 yeast inh: inhibitors of NALP3 inflammasome in yeast; Yeast reconstituted NLRP3/ASC/caspase-1, beta-gal luminescence, 24 h; inhibition, % at 10 µM; hit rate 0.39% among 330,000; AID 2825;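 active means inhibition of 50% or more; inactive means inhibition below 50%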;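 further: plate controls were induced DMSO wells for no effect and uninduced yeast grown without galactose for full effect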
APJ antagonist: antagonists of human APJ apelin receptor; P35414; CHO-K1 APJ beta-arrestin complementation, luminescence; inhibition, % at 20 µM; hit rate 0.32% among 330,000; AID 2521;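 active means inhibition above about 40% at 20 µM, limit read from the data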;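 further: cells challenged with 10 nM apelin-13 agonist together with compound; plate controls were apelin-13 plus DMSO wells for no effect and DMSO wells lacking apelin-13 for full effect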
Target sequence (P35414 whole entry, looked up): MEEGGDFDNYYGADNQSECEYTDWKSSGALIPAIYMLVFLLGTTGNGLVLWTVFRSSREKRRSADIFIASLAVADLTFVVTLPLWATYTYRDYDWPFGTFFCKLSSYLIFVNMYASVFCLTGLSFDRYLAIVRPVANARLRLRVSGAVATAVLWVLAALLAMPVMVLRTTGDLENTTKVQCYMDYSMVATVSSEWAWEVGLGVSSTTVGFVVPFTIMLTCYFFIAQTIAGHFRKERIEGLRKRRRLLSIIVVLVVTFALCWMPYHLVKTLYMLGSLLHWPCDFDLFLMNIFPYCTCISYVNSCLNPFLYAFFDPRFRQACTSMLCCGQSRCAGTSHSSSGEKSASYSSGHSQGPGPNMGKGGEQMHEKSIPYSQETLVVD
tim10-1 inh: tim10-1 yeast growth inhibition. S. cerevisiae tim10-1 ts strain growth, BacTiter-Glo, 24 h. inhibition, % at 20 µM. hit rate 2.2% among 330,000. AID 463190;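 active means inhibition of at least 40%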;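 further: mutant grown at 25 °C; 0% = DMSO wells with yeast and 100% = wells holding no yeast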
tim23-1 inh: growth inhibitors of tim23-1 mutant yeast; inhibition, % at 20 µM; S. cerevisiae tim23-1 growth, BacTiter-Glo luminescence, 24 h; hit rate 1.3% among 330,000;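 active means growth inhibition of the mutant yeast at or above 50%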;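 further: temperature-sensitive mutant grown at 25 °C; plate controls were DMSO-treated mutant yeast for no effect and medium wells lacking yeast for full effect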
MPTP block: inhibitors of mitochondrial permeability transition pore. isolated mouse mitochondria, Ca2+ swelling absorbance, 30 min. inhibition, % at 10 µM. hit rate 1.4% among 360,000;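 active means inhibition of 50% or more, scaled per plate between neutral and stimulator controls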;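 further: 0% = DMSO wells given calcium and 100% = 1 mM EGTA wells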
APJ ag: APJ receptor agonism | AID 2520 | hit rate 0.11% among 330,000 | CHO-K1 APJ PathHunter beta-arrestin, luminescence; 0% DMSO wells, 100% apelin | P35414 | activation, % at 20 µM;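 active means activation more than six SD over the plate average, tested at 20 µM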;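 further: 0% = DMSO alone and 100% = apelin-13 at 10 nM; some results filed as inactive read as strong as hits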
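system = engineered CHO-K1 APJ arrestin reporter cells | input = 1000 cells per well | timing = overnight seeding, 90 min compound at 25 °C, 1 h detection | measured by = enzyme-fragment complementation luminescence | read-out = beta-arrestin recruitment to APJ as agonist activity, luminescent signal | control set = negative DMSO alone, positive Apelin-13 at 10 nM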
Numbers without * were called inactive; . = no result given.

No.	SMILES	GRIN3A LBD mod	beta cell repl	TIM10 inh	NLRP3 yeast inh	APJ antagonist	tim10-1 inh	tim23-1 inh	MPTP block	APJ ag
1	Cc1ccc(Cl)cc1Nc1nc(-c2cccnc2)cs1	8	-3	3	29	-5	33	44	-0.1	-2
2	O=C(c1cc2cc(Cl)ccc2[nH]1)N1CCN(c2ccc(F)cc2)CC1	2	-3	18	24	-14	14	15	1.1	1
3	CC(=O)NC(C(=O)c1ccccc1)C(=O)c1ccccc1	-1	-3	14	-5	5	8	3	-2.1	-2
4	COc1cc2c(cc1NC(=O)c1cccc([N+](=O)[O-])c1)oc1ccccc12	3	-1	-27	16	-15	-10	-17	1.7	42*
5	Cc1cccc(-c2noc(CCC(=O)NC3CCCCC3)n2)c1	2	5	21	29	10	19	25	-0.4	-5
6	O=C(c1ccc2nc(N3CCOCC3)sc2c1)N1CCN(c2ccc(Cl)cc2)CC1	0	-1	39	41	12	49*	44	-1.6	-4
7	Cc1ccc(N(C)S(=O)(=O)c2cccc(C(=O)NCC(c3cccs3)N3CCOCC3)c2)cc1 (stereo unspecified)	0	-3	13	14	-7	12	21	0.4	0
8	O=C(COC(=O)c1ccc(S(=O)(=O)Nc2ccccc2)cc1)NCCN1C(=O)CSC1=O	-2	2	-3	7	-5	4	4	-0.1	2
9	CCOC(=O)Cc1nnc(Nc2cc(C)ccc2C)c2ccccc12	-1	-2	21	-4	21	35	37	1.9	2
10	COc1ccc2nc(-c3ccccc3)[nH]c2c1	-6	-4	-6	14	7	-27	1	0.2	-1
11	CN/S(=N/S(=O)(=O)c1ccccc1)c1ccc(C)cc1 (stereo unspecified)	-3	-3	-4	17	7	-17	4	-1.2	3
12	O=C(CSc1cccc2cccnc12)N/N=C/c1ccc(F)cc1	-2	-1	-4	12	1	5	23	2.6	-3
13	Cc1ccc(C(=O)Nc2cccc(C(=O)NCc3ccco3)c2)cc1	-1	-2	6	13	19	-32	3	-5.2	-5
14	Cc1nnc(N(CCC#N)CCC#N)s1	-3	0	-5	5	25	-5	-6	-4.7	-2
15	CC(C)(C)N(Cc1ccccc1)C(=O)c1ccc(Cl)cc1[N+](=O)[O-]	0	2	31	10	13	43*	35	5.3	-2
16	O=C(NC12CC3CC(CC(C3)C1)C2)N1CCN(C(=O)C2CCCO2)CC1 (stereo unspecified)	0	-1	-1	10	15	-9	-1	-1.3	-5
17	COc1cc2c3nnc(-c4ccc(F)cc4)c-3cn(Cc3ccc(C)cc3)c2cc1OC	-1	-6	-7	-2	-9	1	-10	11	4
18	O=C(NC1CCCC1)c1ccc2c(c1)N(Cc1ccc(F)cc1)CCS2	0	-3	17	13	-10	11	22	-0.4	2
19	CCCc1nc2c(C)cc(-c3nc4ccccc4n3C)cc2n1Cc1ccc(-c2ccccc2C(=O)O)cc1	-2	-4	-2	10	10	11	10	.	-1
20	Cc1ccc(S(=O)(=O)N/N=C2\C(=O)C3(C)CCC2C3(C)C)cc1 (stereo unspecified)	-1	-2	5	-7	-8	12	8	-0.8	-3
21	COc1nc(Nc2cccc(C(F)(F)F)c2)nc(OC)n1	-1	3	30	23	6	37	20	-0.3	1
22	Nc1nc(Nc2cccc3ccccc23)nc(C2CCCC2=O)n1 (stereo unspecified)	.	2	-7	14	-4	9	-1	.	1
23	Cc1nnc(N2C(=O)C(O)=C(C(=O)c3ccco3)C2c2cccc([N+](=O)[O-])c2)s1 (stereo unspecified)	2	0	8	-1	-20	-9	5	-1.9	5
24	CCN(CC(=O)NCc1cccs1)C(=O)C(c1ccccc1)c1ccccc1	-2	2	18	28	16	17	14	-0.3	-2

3 entries already listed, ordered by length of the SMILES, largest number first.
No.	SMILES	GRIN3A LBD mod	beta cell repl	TIM10 inh	NLRP3 yeast inh	APJ antagonist	tim10-1 inh	tim23-1 inh	MPTP block	APJ ag
23	Cc1nnc(N2C(=O)C(O)=C(C(=O)c3ccco3)C2c2cccc([N+](=O)[O-])c2)s1 (stereo unspecified)	2	0	8	-1	-20	-9	5	-1.9	5
22	Nc1nc(Nc2cccc3ccccc23)nc(C2CCCC2=O)n1 (stereo unspecified)	.	2	-7	14	-4	9	-1	.	1
21	COc1nc(Nc2cccc(C(F)(F)F)c2)nc(OC)n1	-1	3	30	23	6	37	20	-0.3	1

A few values from the list:
no. 15 @ beta cell repl: 2
no. 14 @ beta cell repl: 0

Going on with the list:
No.	SMILES	GRIN3A LBD mod	beta cell repl	TIM10 inh	NLRP3 yeast inh	APJ antagonist	tim10-1 inh	tim23-1 inh	MPTP block	APJ ag
25	COc1cc([N+](=O)[O-])ccc1NC(=O)N1CCCCCC1	2	5	2	31	11	-6	8	-2.2	0
26	O=C(O)c1ccc(Sc2ccccn2)c([N+](=O)[O-])c1	-1	-1	-2	4	2	-8	3	-2.4	-4
27	O=C(NCc1cccs1)C1CCCN1C(=O)Nc1ccc(Cl)cc1 (stereo unspecified)	.	-4	-6	9	7	4	0	.	-3
28	O=C(Cc1cc(=O)[nH]c(=O)[nH]1)N1CCC(Cc2ccccc2)CC1	0	7	-12	13	14	7	9	-1.5	-2
29	CC1=C(C(=O)NC(C)c2ccccc2)C2(CCC(C)CC2)OC1=O (stereo unspecified)	1	5	-7	8	16	18	17	-1.3	-3
30	CCCCNC(=O)Oc1cc(CCl)on1	.	-5	2	-14	7	7	11	.	0
31	O=[N+]([O-])c1ccc2oc(-c3cccc(O)c3)nc2c1	-6	-3	22	2	-6	46*	30	5.4	3
32	CSc1cccc(NC(=O)CSc2nnc(C)s2)c1	-1	-3	-13	6	17	10	-4	-2.4	-3
33	Cc1cc(Nc2n[nH]c(N)c2C#N)ccc1F	-1	3	-8	11	-9	-5	0	1.4	-2
34	NNC(=O)c1ccc(NS(=O)(=O)c2ccc(Br)cc2)cc1	.	-1	5	-6	-8	7	17	.	-3
35	O=C(COc1ccc(/C=N/NS(=O)(=O)c2ccccc2)cc1)NCc1ccccc1	-2	-2	-4	1	-36	2	3	1.5	0
36	CCCn1c(=O)c2sccc2n2c(CCCC(=O)NCc3ccco3)nnc12	1	-1	1	7	-22	0	-1	0.2	3

Of the compounds above, these have an NH in an aromatic ring:
No.	SMILES	GRIN3A LBD mod	beta cell repl	TIM10 inh	NLRP3 yeast inh	APJ antagonist	tim10-1 inh	tim23-1 inh	MPTP block	APJ ag
2	O=C(c1cc2cc(Cl)ccc2[nH]1)N1CCN(c2ccc(F)cc2)CC1	2	-3	18	24	-14	14	15	1.1	1
10	COc1ccc2nc(-c3ccccc3)[nH]c2c1	-6	-4	-6	14	7	-27	1	0.2	-1
28	O=C(Cc1cc(=O)[nH]c(=O)[nH]1)N1CCC(Cc2ccccc2)CC1	0	7	-12	13	14	7	9	-1.5	-2
33	Cc1cc(Nc2n[nH]c(N)c2C#N)ccc1F	-1	3	-8	11	-9	-5	0	1.4	-2

(continued)
No.	SMILES	GRIN3A LBD mod	beta cell repl	TIM10 inh	NLRP3 yeast inh	APJ antagonist	tim10-1 inh	tim23-1 inh	MPTP block	APJ ag
37	CCn1c(SCC(=O)NC2CC2)nnc1-c1ccccc1OC	-19	0	-13	18	-7	-17	1	0.4	1
38	O=C(CC1Nc2c3ccccc3nc(=S)n2C1=O)NC1CCCCC1 (stereo unspecified)	.	-3	-3	12	9	7	5	.	-2
39	O=C(CSC1=Nc2ccccc2C2=NC(CC(=O)N3CCN(c4ccccc4)CC3)C(=O)N12)NCC1CCCO1 (stereo unspecified)	0	2	5	-15	-3	20	3	2.2	-2
40	O=C(NCc1ccccc1)c1nc(-c2cccs2)no1	0	1	5	12	9	40*	12	1.9	-1
41	O=C(COC(=O)c1ncc(Cl)c(Cl)c1Cl)Nc1cccnc1Cl	-2	1	-5	13	-5	3	0	0.6	6
42	O=C(CCc1nnc(CCCc2ccccc2)o1)N1CCCCCC1	-1	-1	-1	21	8	8	4	-1.8	-3
43	N#CCC(CNc1ncc(C(F)(F)F)cc1Cl)OC(=O)c1c(F)cccc1F (stereo unspecified)	-9	-3	28	-6	6	11	36	-0.1	-3
44	O=C1CCCC2=C1C(c1ccc(O)c(O)c1)c1c(ccc3ncccc13)N2 (stereo unspecified)	-3	-2	-9	3	-7	-7	-3	-0.9	-1
45	Clc1ccccc1Sc1cnc2ccccc2n1	0	0	10	-4	-25	6	10	1.7	-3
46	CN(CCc1ccccn1)C1CCCN(S(=O)(=O)c2ccccc2Cl)C1 (stereo unspecified)	-1	4	0	7	31	10	10	-1.5	-6
47	COc1ccc(-n2ncc3c(NCc4cccs4)ncnc32)cc1	-7	-2	6	33	-1	18	0	4.3	1
48	O=C(c1ccc(N2CCCC2)c([N+](=O)[O-])c1)N1CCN(S(=O)(=O)c2ccc(Cl)cc2)CC1	0	-3	10	16	15	25	21	-1.3	-4
49	O=C(c1ccco1)N1N=C2CCCCCC2C1(O)C(F)(F)F (stereo unspecified)	1	-3	6	4	-8	21	20	-0.5	-2
50	O=C(Cn1cc([N+](=O)[O-])ccc1=O)N1CCCc2ccccc21	1	0	-7	5	-48	-6	5	4.5	2
51	CCN(Cc1cccs1)C(=O)CN1C(=O)NC2(CCCc3ccccc32)C1=O (stereo unspecified)	0	0	25	14	4	7	10	-1.3	-4
52	Cc1ccc([C@@H]2[C@@H]3C(=O)N(c4ccccc4)C(=O)[C@@H]3[C@]3(C)C(=O)N(Cc4ccccn4)CC(=O)N23)o1	-1	-2	-3	11	-1	7	4	1.0	-2
53	Cc1cccc(NC(=S)NNC(=S)NC2CCCCC2)c1C	1	-3	32	35	11	30	13	0.8	-3
54	COc1ccc(C(=O)CC2OC(=O)c3c2ccc(OC)c3OC)cc1 (stereo unspecified)	1	-3	-15	20	-10	7	21	5.6	-4
55	CC(C)Nc1nc(N(c2ccccc2)c2ccccc2)nc(-n2ccnc2)n1	0	0	-1	12	17	29	-13	3.3	-3
56	Cn1cc(S(=O)(=O)NCc2ccc3c(c2)OCO3)c(C(F)(F)F)n1	1	5	2	-2	11	-15	-3	-1.9	-3
57	CC(Oc1ccccc1)C(=O)N1CCC2(CC1)Oc1ccc(F)cc1C(=O)C21CC(c2ccccc2)=NO1 (stereo unspecified)	3	-5	10	8	28	13	14	-2.4	-4

Screens as filed in PubChem.
